RTF Ca sens inh – cardiac RTF calcium sensitivity inhibitors, primary screen, biochemical, IANBD-TnC fluorescence, EC70 calcium; Troponin I, cardiac muscle (Homo sapiens) + Troponin T, cardiac muscle (Homo sapiens) + …; inhibition, % at 7.15 µM; 340,000 tested, 0.12% active; IANBD-labeled cardiac RTF, Ca2+ fluorescence;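 active = inhibition above the mean inhibition of all tested compounds plus 3 SD, cut at about 17% in these data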;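 also: assay run at fixed EC70 calcium of 1.6 mM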
HTR5A ag – HTR5A agonists in luminescence cell assay, primary screen, counter-screen for OPRM1-OPRD1 heterodimer agonist project, full-deck HTS | 5-hydroxytryptamine receptor 5A (Homo sapiens), P47898 | cell-based | activation, % at 9.3 µM | 340,000 tested, 0.61% active | AID 504692, 2011; in the data active = activation mostly above about 9.5%, no sharp cut-off; inactive = mostly below about 7.6%;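 also: 0% = cells with vehicle only and 100% = reference agonist; strong numbers were not always called active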
Target sequence (P47898 whole entry, looked up): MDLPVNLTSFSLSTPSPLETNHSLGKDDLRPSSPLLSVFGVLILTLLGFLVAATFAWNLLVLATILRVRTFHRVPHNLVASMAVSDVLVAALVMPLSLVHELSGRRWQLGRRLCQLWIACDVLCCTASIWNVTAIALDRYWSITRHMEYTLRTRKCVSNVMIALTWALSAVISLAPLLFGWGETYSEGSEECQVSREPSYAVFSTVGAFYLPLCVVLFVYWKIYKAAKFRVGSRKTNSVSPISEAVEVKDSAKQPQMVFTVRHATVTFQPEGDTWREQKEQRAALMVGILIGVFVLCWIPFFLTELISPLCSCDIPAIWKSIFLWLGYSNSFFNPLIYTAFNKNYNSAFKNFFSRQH
RTF Ca sens act – cardiac RTF calcium sensitivity activators, primary screen, biochemical, IANBD-TnC fluorescence, EC20 calcium; 340,000 tested, 0.24% active; activation, % at 7.2 µM; AID 493008, 2010; IANBD-labeled TnC RTF fluorescence at EC20 calcium; 0% EC20 calcium, 100% full calcium;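 active = activation above the mean over all tested compounds plus 3 SD, cut at about 30% in these data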;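 also: rise in fluorescence read as greater calcium sensitivity of cardiac thin filaments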
CAL-PDZ inh HTS – untagged CAL PDZ binding inhibitors, primary screen, biochemical, fluorescence polarization, HTS; purified CAL PDZ, TMR-peptide fluorescence polarization, 1 h; inhibition, % at 24.9 µM; 300,000 tested, 0.92% active;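 active = mean inhibition of at least 30% with at least half of replicates also reaching 30%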;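 also: 0% = DMSO neutral control and 100% = excess unlabeled competitor peptide PRC23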
V-ATPase pH – regulators of yeast V-ATPase proton pumping, primary screen, pHLuorin cytosolic pH fluorescence; S. cerevisiae; 350,000 tested, 0.37% active; response, % at 10 µM; AID 504577, 2011; in the data active = response mostly above about 7.3%, no sharp cut-off; inactive = mostly below about 5.4%; also: actives read high; inactives centre near 0; some compounds called inactive have numbers as strong as hits; reference of the scale not given here
Keap1 Nrf2 FP – Keap1-Nrf2 protein-protein interaction inhibitors, primary screen, biochemical, fluorescence polarization, single point; Kelch-like ECH-associated protein 1 (Homo sapiens), Q14145; Keap1 Kelch-Nrf2 peptide fluorescence polarization, 1536-well; inhibition, % at 9.4 µM; 340,000 tested, 0.15% active; in the data active = inhibition above about 12%;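 also: human Keap1 Kelch domain with fluorescein labeled Nrf2 9mer peptide probe; 0% = neutral control wells and 100% = peptide positive control; higher means more block of Keap1 binding to Nrf2 peptide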
Target sequence (Q14145 whole entry, looked up, the tested form may be a part): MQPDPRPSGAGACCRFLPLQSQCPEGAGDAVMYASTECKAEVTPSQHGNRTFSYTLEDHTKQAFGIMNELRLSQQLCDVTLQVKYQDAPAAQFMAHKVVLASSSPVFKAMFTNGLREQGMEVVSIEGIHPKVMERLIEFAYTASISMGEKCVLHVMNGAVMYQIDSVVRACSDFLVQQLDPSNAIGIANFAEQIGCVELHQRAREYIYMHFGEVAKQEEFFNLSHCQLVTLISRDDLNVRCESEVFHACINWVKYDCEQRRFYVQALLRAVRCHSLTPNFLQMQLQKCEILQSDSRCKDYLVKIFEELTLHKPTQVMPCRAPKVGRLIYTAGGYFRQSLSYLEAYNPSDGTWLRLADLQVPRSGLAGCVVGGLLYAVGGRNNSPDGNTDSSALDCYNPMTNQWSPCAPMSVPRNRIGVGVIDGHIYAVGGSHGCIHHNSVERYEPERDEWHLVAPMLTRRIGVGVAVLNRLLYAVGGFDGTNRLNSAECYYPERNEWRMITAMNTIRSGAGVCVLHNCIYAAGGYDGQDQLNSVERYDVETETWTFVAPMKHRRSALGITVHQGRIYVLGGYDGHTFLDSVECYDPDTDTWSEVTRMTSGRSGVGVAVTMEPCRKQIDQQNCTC
MOR-DOR ag – agonists of OPRM1-OPRD1 heterodimerization, primary screen, cell-based, luminescence; Mu-type opioid receptor (Homo sapiens) + Delta-type opioid receptor (Homo sapiens), …; cells; activation, % at 9.3 µM; 340,000 tested, 0.3% active; in the data active = activation above about 18%;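 also: 0% = vehicle-treated cells and 100% = reference agonist; values of inactives mirror those of a sister screen read the other way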
HTR5A inv ag – HTR5A inverse agonists in luminescence cell assay, primary screen, counter-screen for OPRM1-OPRD1 heterodimer inverse agonist project, full-deck HTS | 5-hydroxytryptamine receptor 5A (Homo sapiens), P47898 | HTR5A cell line, inverse agonism | inhibition, % at 9.3 µM | 340,000 tested, 0.083% active; in the data active = inhibition mostly above about 23%, no sharp cut-off; inactive = mostly below about 18%;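 also: 0% = cells with DMSO and 100% = no-cell wells with DMSO; some compounds called inactive have numbers as strong as hits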
MOR-DOR inv ag – inverse agonists of MOR-DOR heterodimerization, primary screen, cell-based, luminescence; cell-based MOR-DOR heterodimer luminescence, inverse agonism; Mu-type opioid receptor (Homo sapiens) + Delta-type opioid receptor (Homo sapiens), …; AID 504357, 2011; 340,000 tested, 0.21% active; inhibition, % at 9.3 µM; in the data active = inhibition above about 22%, passing the limit was not always enough;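 also: 0% = cells with DMSO and 100% = wells without cells with DMSO; values of inactives mirror those of a sister screen read the other way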
LANA DNA inh – inhibitors of KSHV C-LANA binding to DNA, primary screen, biochemical, fluorescence polarization, FAM-LBS DNA, MBP-C-LANA, single point; Kaposi's sarcoma herpesvirus LANA C-terminal domain (residues 932-1162) DNA binding; inhibition, % at 9 µM; 340,000 tested, 0.078% active;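 active = highest replicate inhibition at or above 60% at 9 µM, even if other replicates fall short; inactive = all replicates below 60% inhibition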;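 also: 0% = neutral control wells and 100% = 4 µM acridine orange control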
* marks the source's active call; other numbers are inactive results; / = not tested or not shown. Compounds were not picked by outcome; any-hit rate near 2.8%.

SMILES | RTF Ca sens inh | HTR5A ag | RTF Ca sens act | CAL-PDZ inh HTS | V-ATPase pH | Keap1 Nrf2 FP | MOR-DOR ag | HTR5A inv ag | MOR-DOR inv ag | LANA DNA inh
O=C(NCCC1=CCCCC1)C1CCCN(S(=O)(=O)c2ccc(F)cc2)C1 (stereo not drawn) | 4 | -8 | -2 | -3 | -1 | -4 | -0.8 | -14 | 5 | 2.0
NC(=O)c1cccc2c1-c1ccccc1/C2=N/NC(N)=S | -12 | -2 | -4 | 7 | -3 | -7 | -2.0 | 6 | 10 | 1.4
CCOC(=O)c1ccccc1NC(=O)Cn1cnc2c(cnn2C(C)(C)C)c1=O | 9 | -2 | -4 | -4 | 0 | -1 | -2.8 | 9 | 15 | 0.2
O=C(Nc1nnc(S(=O)(=O)N2CCOCC2)s1)c1ccccc1 | -10 | 2 | 2 | / | -1 | 0 | -1.0 | -7 | 6 | -1.2
COc1cccc(NC(=O)Cn2cc(C#N)c3ccccc32)c1 | 8 | 5 | -2 | -3 | 3 | -2 | -0.1 | 5 | 1 | 0.2
OCCC1CN(Cc2cccn2-c2ccccn2)CCN1C1CCCC1 (stereo not drawn) | -1 | -2 | 0 | -3 | 1 | -2 | -2.9 | 7 | 15 | -1.0
CCOC(=O)c1cc(CC)sc1NC(=O)COc1ccc2c(C)cc(=O)oc2c1 | -1 | 3 | -3 | 2 | 1 | 3 | 0.2 | 2 | -1 | 1.3
COc1ccccc1CNC(=O)COC(=O)Cc1ccsc1 | -1 | 5 | -1 | -1 | -1 | 4 | -2.9 | 11 | 14 | 0.4
O=C(CSCc1ccccc1)NNc1c(F)c(F)cc(F)c1F | 0 | -1 | -3 | -1 | 0 | 2 | -2.5 | 2 | 14 | -1.0
O=C(CCn1nc(-c2ccc(Cl)cc2)ccc1=O)N1CCN(c2ccc(F)cc2)CC1 | -17 | -4 | -3 | / | 3 | 3 | -0.5 | 16 | 2 | 3.0
Cc1nn(-c2ccc(C(=O)N3CCN(S(=O)(=O)c4ccccc4C(F)(F)F)CC3)cc2)c(C)c1Cl | -6 | -4 | -6 | 1 | 9 | -5 | -1.0 | 6 | 4 | -0.2
COc1cccc(/C=C/C(=O)OCC(=O)N2c3ccccc3NC(=O)C2(C)C)c1 | 14 | 7 | 3 | -4 | -1 | -1 | 1.8 | 11 | -9 | 0.5
Cc1ccc(/C=C/C(=O)CCC(=O)O)cc1 | -4 | 3 | -5 | 1 | -2 | -1 | -3.1 | -8 | 16 | -0.1
CCn1c(CCNC(=O)c2ccc(Cl)c(Cl)c2)nnc1SCCOc1ccc(OC)cc1 | -5 | 0 | 0 | -2 | 0 | -1 | 2.4 | 0 | -13 | -0.2
Cc1ccc(NC(=O)CN2C(=O)S/C(=C/c3ccc(-c4cccc(C(=O)O)c4)o3)C2=O)cc1 | -9 | 4 | -3 | 7 | -3 | 3 | -0.8 | -11 | 5 | 12
CC(=O)c1ccc(NC(=O)CC(NCCC2=CCCCC2)C(=O)O)cc1 (stereo not drawn) | 3 | 3 | 3 | -1 | 5 | -1 | 1.7 | 15 | -9 | -1.3
Cc1ccc(O)c(C(=O)c2cc(C#N)c(=O)n(Cc3ccccc3)c2)c1 | 1 | 1 | -3 | -3 | -1 | -1 | -0.4 | 8 | 2 | 0.5
CCN1CCN(CC(O)COC(C)C)CC1 (stereo not drawn) | 1 | 0 | -2 | 0 | -7 | -5 | -1.4 | -15 | 7 | 3.7
CCOC(=O)CSc1nnc(CNC(=O)c2ccc([N+](=O)[O-])cc2)n1C | -5 | 2 | 3 | -2 | 7 | 6 | -0.2 | -5 | 1 | 0.2
COc1ccc(Nc2cc(C)c3ccc(O)cc3n2)cc1 | 0 | -1 | -2 | 5 | 1 | -1 | 7.0 | -3 | -36 | 0.5
O=C(NCCCN1CCCC1=O)C1CCN(S(=O)(=O)c2cccc(C(F)(F)F)c2)CC1 | -6 | -10 | -3 | -4 | -7 | -8 | -1.4 | 19 | 9 | -0.6
COc1ccccc1N1CCN(C(=O)COc2cccc(C)c2C)CC1 | -4 | 7 | -2 | 1 | 3 | -4 | 0.2 | 7 | -1 | -6.3
CC(=O)Oc1cccc(N2C(=O)c3cccc4c([N+](=O)[O-])ccc(c34)C2=O)c1 | -9 | 0 | 8 | / | -20 | -2 | 12 | -1 | -62 | -1.4
O=[N+]([O-])c1ccc2nc(-c3ccccc3)[nH]c2c1 | 7 | 1 | 7 | -7 | 0 | -2 | 3.7 | -2 | -19 | -1.2
CCN1C(=NCCOC)N[C@@H](c2ccccc2)[C@H](C(=O)OC)[C@H]1C | -2 | 1 | -6 | -1 | 2 | -7 | 4.5 | -6 | -28 | -0.5

An excerpt from above, showing only HTR5A inv ag.
Structure	HTR5A inv ag
O=C(Nc1nnc(S(=O)(=O)N2CCOCC2)s1)c1ccccc1	-7
CC(=O)c1ccc(NC(=O)CC(NCCC2=CCCCC2)C(=O)O)cc1 (stereo not drawn)	15

Next part
SMILES | RTF Ca sens inh | HTR5A ag | RTF Ca sens act | CAL-PDZ inh HTS | V-ATPase pH | Keap1 Nrf2 FP | MOR-DOR ag | HTR5A inv ag | MOR-DOR inv ag | LANA DNA inh
O=C(CSc1nnnn1-c1ccccc1)NCC1(N2CCOCC2)CCCCC1 | -5 | 3 | 3 | -2 | 0 | -4 | -0.7 | -6 | 3 | -1.2
CC1(OC(=O)C2CCCC2)C(=O)C=C2C=C(c3ccsc3)N(Cc3ccc4c(c3)OCO4)C=C2C1=O (stereo not drawn) | -6 | 5 | -4 | -2 | 3 | -4 | 7.8 | -13 | -42 | -1.5
CC(NC(=O)C1CCN(S(=O)(=O)c2cccs2)CC1)c1cccc(Cl)c1 (stereo not drawn) | -9 | 0 | -4 | 5 | 0 | 0 | -3.1 | 0 | 13 | 0.3
CC(C)(C)[C@H]1C=C(C(=O)NCc2nc3ccccc3[nH]2)O[C@@H](OCCCCO)C1 | 0 | 6 | 0 | 0 | 9 | -6 | -2.0 | -7 | 11 | -2.2
O=C(COC(=O)c1cccc(S(=O)(=O)N2CCCCC2)c1)NC1CCCCC1 | -3 | 6 | 4 | -2 | 1 | -6 | 1.0 | -16 | -4 | -3.1
CCc1ccc2[nH]cc(C(=O)OCCOC)c(=O)c2c1 | -11 | 1 | -7 | 0 | -1 | 3 | -1.0 | -19 | 6 | 1.7
CCCCCCSc1ccc(-c2nc3cc(C)ccn3c2NC2CCCCC2)cc1 | -1 | -6 | 3 | -2 | 0 | -10 | 1.4 | 0 | -8 | -1.8
Cc1cc(OCC(=O)Nc2ccncc2)cc(C)c1Cl | -49 | 8 | -4 | -4 | -1 | -1 | 2.9 | -29 | -14 | -1.4
CCN(C(=O)C1CSC2(C)CCC(=O)N12)c1nc2c(C)cccc2s1 (stereo not drawn) | 4 | -1 | 1 | -1 | -1 | -3 | 0.2 | 1 | -1 | 0.4
O=C(Cc1cccc2ccccc12)NNC(=O)c1ccc(Br)o1 | 5 | 3 | 2 | 0 | 0 | -8 | -3.4 | -12 | 16 | -0.5
O=C(CSc1ccccc1)NCc1ccccn1 | 0 | 5 | -2 | -3 | -1 | -1 | -4.5 | 19 | 20 | -0.1
Cc1[nH]c2c(C)cccc2c1CCNC(=O)C1CCCCC1C(=O)OCC(F)(F)F (stereo not drawn) | -2 | 3 | -6 | -17 | 5 | -2 | -0.9 | -8 | 5 | -0.5
COc1ccc(CNC(=O)C2CCC(=O)N(CC3CCCCC3)C2)cc1 (stereo not drawn) | -10 | 9 | -1 | / | -7 | 4 | -0.3 | -22 | 1 | 0.8
COC(=O)CSCC(=O)Nc1nnc(-c2ccccc2C)s1 | 0 | 0 | -1 | -2 | 0 | -4 | -3.0 | 1 | 15 | -1.2
CCOC(=O)N1N=C(c2ccc(OC)cc2)CC1(O)C(F)(F)F (stereo not drawn) | -10 | -3 | -1 | -5 | -2 | 4 | -2.2 | -19 | 14 | -0.4
Cc1cc(=O)oc2cc(OCC(=O)Nc3ccc(CN4CCOCC4)cc3)c(Cl)cc12 | -2 | 0 | 0 | 1 | 0 | 2 | 1.6 | -7 | -8 | 1.3
CCN(CC)CCOC(=O)c1ccc(NC(=O)/C=C/c2cccs2)cc1 | 0 | -5 | -1 | -1 | -1 | -7 | 0.1 | 7 | -1 | -2.0
CCCCCn1c(N)c(-c2nc3ccccc3o2)c2c([N+](=O)[O-])nn(C)c(=O)c21 | -16 | 1 | 4 | -2 | -2 | -2 | 0.1 | -7 | 0 | -0.1
CC1CCN(S(=O)(=O)c2cccc(C(N)=O)c2)CC1 | 1 | 3 | 5 | 0 | 5 | -3 | -1.7 | -4 | 9 | 0.0
CCCNS(=O)(=O)c1ccc(Oc2ncc(C(F)(F)F)cc2Cl)cc1 | -3 | 1 | 1 | / | 4 | 0 | 10 | -12 | -61 | -0.5
Cc1cc(C)nc(SCc2cnc(C)nc2N)n1 | -2 | -3 | 2 | -3 | 1 | 0 | -3.8 | 4 | 18 | 0.4
COc1ccc(C(=O)NCc2nnc(SCC(=O)Nc3ccccc3F)o2)cc1 | -19 | 2 | 6 | -1 | 3 | -5 | 0.7 | -27 | -4 | 2.6
Cc1c(C)n2c(SCC(=O)Nc3cccc4ccccc34)nnc2[nH]c1=O | -13 | 0 | -1 | -2 | -2 | 3 | -2.8 | -1 | 15 | 0.1
COc1cc(CNC(=O)OCC(C)C)cc(OC)c1OC | 10 | -8 | 7 | -1 | 2 | -2 | -0.3 | 12 | 2 | -0.6
COc1cc(C(=S)N2CCOCC2)cc(OC)c1OC(=O)c1cc([N+](=O)[O-])c(C)c([N+](=O)[O-])c1 | 1 | 3 | 0 | / | -1 | 1 | 1.0 | -9 | -5 | 0.0
COCCCN(C(=S)NC(=O)C12CC3CC(CC(C3)C1)C2)c1c(N)n(Cc2ccccc2)c(=O)[nH]c1=O | -4 | 1 | 1 | -3 | -1 | -2 | 0.6 | -4 | -3 | -0.7
Cc1c(NC(=O)N(C)c2ccccc2)c(=O)n(-c2ccccc2)n1C | 5 | 1 | -2 | -3 | 2 | 0 | -2.0 | -5 | 9 | 2.0
Cc1sc(N)c(C(=O)c2ccccc2)c1C | / | / | / | 5 | 4 | -1 | / | / | / | 2.0

A few values from above:
Result of Cc1cc(OCC(=O)Nc2ccncc2)cc(C)c1Cl in V-ATPase pH: -1
Result of CCN(CC)CCOC(=O)c1ccc(NC(=O)/C=C/c2cccs2)cc1 in V-ATPase pH: -1
Result of CCCCCCSc1ccc(-c2nc3cc(C)ccn3c2NC2CCCCC2)cc1 in Keap1 Nrf2 FP: -10
